HSF1 inhib: HSF1 inhibition; activity change, negative = inhibition, % at 7.5 µM (by protocol); AID 2098; NIH3T3-HGL HSE-luciferase, MG132-induced, luminescence 8 h; hits give low values; 0.77% of 300,000 active;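 active = more than half of replicate wells show activity change below -50%, luminescence cut by over half; inconclusive = some wells, but at most half, below -50%; inactive = no replicate well below -50%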;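 also: luciferase reports HSF-1 transcriptional activity via heat shock element; 0% = median of DMSO wells and -100% = zero luminescence signal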
PolyA inhibitor: yeast polyadenylation inhibition; 0.02% of 300,000 active; calls only at 12 µM; S. cerevisiae SKY197-pL101 polyadenylation reporter, beta-gal luminescence; efflux-impaired pdr1/pdr3 knockout yeast; score 100 = 6 SD above DMSO;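 active = lowest replicate activity score at least 50, where 100 means six control SD above control mean; inconclusive = lowest score under 50 but half or more replicates reach 50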;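 also: yeast exposed to compound for 9 h at 30 °C; higher score means more reporter readthrough which indicates perturbed polyadenylation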
AI-2 QS modul: Vibrio harveyi AI-2 quorum sensing modulation. Vibrio harveyi JMH597 AI-2 luminescence/OD600 ratio, 9 h; hits give low values; strain lacks LuxN and CqsS sensors; 0 = neutral-control median. activity change, % at 7.5 µM. 0.4% of 300,000 active. AID 2094; in the data active = activity change below about -75%, passing the limit was not always enough; inconclusive = no clear call, values can overlap the other calls;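 also: luminescence divided by OD600 gain over 9 h not by final OD600 alone; inactives centre near 13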
HSP90 refold inh: blocks HSP90-mediated luciferase refolding in reticulocyte lysate | Rabbit reticulocyte lysate, luciferase refolding luminescence, 3 h | inhibition, % at 5.6 µM | 0.91% of 290,000 active;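 active = inhibition above the screen-wide mean plus 3 SD, computed separately per campaign, cut at about 16% in these data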;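 also: 0% = DMSO wells and 100% = 60 µM geldanamycin wells; inhibitors lower the luminescence because luciferase stays unfolded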
HSF1 activator: increases HSF-1 driven luciferase reporter signal; NIH3T3-HGL HSF-1 luciferase reporter, MG132, 8 h; 100% = twice DMSO control signal; activation, % at 9 µM; 1.7% of 300,000 active; AID 504408;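 active = mean replicate activation of at least 50% with a set share of replicates each reaching 50%; inconclusive = only one of those two conditions met; inactive = mean below 50% and too few replicates reaching it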;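 also: 0% = median of the neutral control wells and 100% = twice that signal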
GSK3B inh: blocks human GSK3beta kinase activity | P49841 | GST-GSK3beta kinase, ADP-Glo luminescence, 60 min; hits give low values | activity score (negative = inhibition), % at 10 µM | 0.038% of 300,000 active | AID 2097;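 active = more than half of replicate wells score below -50%, meaning over 50% inhibition versus plate controls; inconclusive = some replicates but at most half score below -50%; inactive = no replicate scores below -50%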;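 also: 0% = median DMSO wells and -100% = median GW8510 positive control wells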
Target sequence (P49841 whole entry, looked up): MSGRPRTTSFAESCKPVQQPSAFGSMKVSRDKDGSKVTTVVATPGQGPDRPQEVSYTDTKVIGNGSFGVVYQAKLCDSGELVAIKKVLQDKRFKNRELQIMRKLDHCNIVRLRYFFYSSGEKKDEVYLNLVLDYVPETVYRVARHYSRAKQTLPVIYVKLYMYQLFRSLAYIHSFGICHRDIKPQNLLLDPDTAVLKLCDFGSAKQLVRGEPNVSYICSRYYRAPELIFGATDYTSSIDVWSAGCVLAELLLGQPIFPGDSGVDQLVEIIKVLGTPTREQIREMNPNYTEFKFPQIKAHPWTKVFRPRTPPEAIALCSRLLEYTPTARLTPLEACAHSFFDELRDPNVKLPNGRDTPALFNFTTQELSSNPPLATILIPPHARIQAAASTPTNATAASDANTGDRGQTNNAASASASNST
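Test system: GST-tagged human GSK3beta kinase, cell-free; evaluation: activity score scaled between in-plate DMSO and GW8510 controls; measured by: ADP-Glo luminescence; incubation: 60 min reaction, RT; benchmarks: DMSO and 20 µM GW8510; reagent: peptide substrate plus 25 µM ATP (final); medium: Tris/MgCl2 kinase buffer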
GSK3 alpha inh: blocks human GSK-3 alpha kinase; inhibition, % at 10 µM; 0.1% of 320,000 active; P49840; ADP-Glo luminescence, 60 min;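 in the data active = inhibition above about 50%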;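 also: GST-tagged GSK-3 alpha with peptide substrate and 25 µM ATP; 0% = DMSO neutral wells and 100% = GW8510 positive control wells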
Target sequence (P49840 whole entry, looked up): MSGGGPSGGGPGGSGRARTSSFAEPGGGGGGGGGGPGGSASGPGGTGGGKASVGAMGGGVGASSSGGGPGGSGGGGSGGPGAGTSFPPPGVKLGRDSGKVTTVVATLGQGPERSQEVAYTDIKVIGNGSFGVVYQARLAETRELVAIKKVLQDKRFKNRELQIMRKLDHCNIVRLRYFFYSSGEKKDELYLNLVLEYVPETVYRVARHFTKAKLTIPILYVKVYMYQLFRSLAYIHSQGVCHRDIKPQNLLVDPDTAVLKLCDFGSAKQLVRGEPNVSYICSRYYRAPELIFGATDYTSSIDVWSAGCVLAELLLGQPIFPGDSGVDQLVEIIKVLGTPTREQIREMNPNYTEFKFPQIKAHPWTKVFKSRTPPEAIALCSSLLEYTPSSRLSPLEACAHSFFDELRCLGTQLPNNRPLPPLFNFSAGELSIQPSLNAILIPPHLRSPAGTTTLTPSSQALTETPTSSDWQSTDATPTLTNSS
DYRK1A inh: Dyrk1A (rat) kinase inhibition | inhibition, % at 12.5 µM | 0.43% of 310,000 active | Q63470 | ADP-Glo luminescence, NFATc1 peptide; in the data active = inhibition above about 50%;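 also: plate controls were vehicle with enzyme for no effect and no enzyme for full effect; many of its hits are not listed in these tables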
Platelet DG rel: platelet dense granule release activity; human platelet-rich plasma, SFLLRN dense granule ATP release, luminescence; 0.22% of 300,000 active; inhibition, %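 (compounds screened at 7.5 µM in platelet-rich plasma)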;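 active = mean replicate score, as percent of positive control, at or above 50; inconclusive = mean below 50 but at least one replicate at or above 50; inactive = mean and every replicate below 50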
HDAC3 inh: inhibitors of human histone deacetylase 3; recombinant HDAC3, fluorogenic peptide/trypsin coupled, fluorescence; O15379; AID 2718; inhibition, % at 8.3 µM; 0.15% of 320,000 active; in the data active = inhibition above about 26%, passing the limit was not always enough; inconclusive = no clear call, values can overlap the other calls
An asterisk follows results filed as active; i = inactive; ? = inconclusive; . = not tested or not shown. Not all compounds are listed (hit frequency here may not be typical).

Each structure is followed by: HSF1 inhib	PolyA inhibitor	AI-2 QS modul	HSP90 refold inh	HSF1 activator	GSK3B inh	GSK3 alpha inh	DYRK1A inh	Platelet DG rel	HDAC3 inh
1	Cc1cc(-c2nnc3n2N=C(c2ccccc2Br)CS3)n[nH]1
 : 3.2	i	27.8	10.1	2.6	-18.7	10.1	.	2.1	1.7
2	O=C(CSc1nc2ccccc2c(=O)n1-c1ccccc1)NC(=O)CN1CCCC1=O
 : -1.7	i	1.1	3.5	12.1	0.8	0.4	.	4.2	1.3
3	Cc1ccc(NC(=O)CN2C(=O)NC(Cc3c[nH]c4ccccc34)C2=O)cc1S(=O)(=O)N1CCCCC1 (centres undefined)
 : 1.4	i	9.2	-1.5	7.6	2.1	4.5	0.2	1.7	3.7
4	CCOC(=O)c1ccc(NC(=O)CCNS(=O)(=O)c2cccs2)cc1
 : -14.5	i	22.6	0.8	-27.8	-4.0	-0.5	0.0	12.6	-0.2
5	CCOC(=O)c1ccc(N2C(=O)CC(N(C)CCc3ccc(OC)c(OC)c3)C2=O)cc1 (centres undefined)
 : 0.3	i	34.8	-1.4	-4.3	-3.7	-0.9	-7.2	3.7	-0.2
6	COc1ccc(OC)c(NC(=O)NNC(=O)CCCOc2ccc(Cl)cc2C)c1
 : -5.1	i	11.2	-3.3	-3.9	-0.1	-6.3	0.4	1.1	1.7
7	O=C(COC(=O)c1ccc(Sc2ccccc2)c([N+](=O)[O-])c1)NC1CCCc2ccccc21 (centres undefined)
 : -9.6	i	22.8	2.1	-7.7	-0.4	-2.5	-4.4	0.9	-0.2
8	COc1ccc(NS(=O)(=O)c2ccc(NS(=O)(=O)c3cccc(C(=O)O)c3)cc2)cc1
 : -1.1	i	19.3	-2.2	3.4	4.6	-5.0	-1.1	0.6	-2.4
9	Cc1ccc(NC(=O)c2oc3ccc(S(=O)(=O)N4CCOCC4)cc3c2C)c(C)c1
 : -0.6	i	7.3	-1.4	-12.0	2.1	-0.1	-4.3	10.7	.
10	Cc1ccc(NC(=O)c2ccccc2Cl)c(Cl)c1
 : 20.9	i	9.8	7.3	4.5	-0.9	-2.1	-1.3	10.7	-3.0

The results go on:
Each structure is followed by: HSF1 inhib	PolyA inhibitor	AI-2 QS modul	HSP90 refold inh	HSF1 activator	GSK3B inh	GSK3 alpha inh	DYRK1A inh	Platelet DG rel	HDAC3 inh
11	Cc1nn(C(C)C(=O)N2CCc3ccccc32)c(C)c1[N+](=O)[O-] (centres undefined)
 : 1.5	i	11.6	-0.3	-3.9	1.6	-0.1	-2.3	-3.2	-4.8
12	CCOC(=O)c1[nH]c(C)c(C(=O)OCC(=O)NC2CCS(=O)(=O)C2)c1C (centres undefined)
 : 7.5	i	13.8	-0.6	-16.2	-3.1	-0.2	-1.7	3.0	-0.1
13	COc1ccccc1NC(=O)c1ccc([N+](=O)[O-])o1
 : -85.6*	i	-87.3*	.	-88.3	-1.0	0.3	.	-10.8	-1.6
14	COc1cc(NS(=O)(=O)c2ccc(OC)c(C)c2C)c(OC)cc1Cl
 : 3.7	i	4.7	3.5	11.5	3.1	0.5	-3.0	-1.4	-0.1
15	CNCc1cn2cc(Cl)ccc2n1
 : -7.8	i	41.4	-2.9	-9.2	0.0	.	-7.1	-6.5	.
16	Cc1ccc(C(=O)N/N=C\c2cccs2)cn1
 : -4.6	i	16.4	2.3	-7.6	1.5	2.3	1.9	2.3	-5.5
17	O=C(CN1CCCC1=O)NC1(C(F)(F)F)NC(=O)N(Cc2ccccc2)C1=O (centres undefined)
 : -1.6	i	20.4	-3.0	-0.8	1.1	-1.7	4.2	-1.1	-0.7
18	Cc1ccccc1N(CC(=O)NCc1ccncc1)S(C)(=O)=O
 : -6.6	i	4.3	-3.3	-7.9	0.9	-1.1	.	4.0	-29.6
19	CC(OCCN1CCCC1)(c1ccc(F)cc1)c1ccc(F)cc1
 : -3.0	i	9.9	-1.5	9.2	0.5	-0.1	-7.8	25.8	4.6
20	O=c1c2c3c(sc2nc2n1CCCC2)CCC3
 : -11.2	i	14.9	8.4	-28.7	2.1	-4.3	-1.9	0.0	1.3

Going on with the list:
Each structure is followed by: HSF1 inhib	PolyA inhibitor	AI-2 QS modul	HSP90 refold inh	HSF1 activator	GSK3B inh	GSK3 alpha inh	DYRK1A inh	Platelet DG rel	HDAC3 inh
21	CN1N=C(C(C)(C)C)CC1=O
 : 14.9	i	-5.2	-0.3	30.6	-0.3	-11.9	-2.3	-6.4	-2.1
22	CCOc1ccc(NC(=O)c2ccc(NC(=O)CSc3nc4ccccc4c(=O)[nH]3)cc2)cc1
 : -2.9	i	-1.7	-1.3	2.0	-0.3	-0.9	.	7.0	-1.1
23	CC(C)CCN1C(=O)CCC1(C)C(=O)NC1CCCCCCC1 (centres undefined)
 : 6.6	i	19.5	3.2	3.9	2.5	2.0	-3.6	10.2	3.3
24	CC1CC(C)CN(C(=O)CCc2nnc3ccc(N4CCCCC4)nn23)C1 (centres undefined)
 : 2.2	i	14.6	1.8	6.0	1.6	-0.9	-3.1	1.4	-2.0
25	Cc1cnc(C(=O)Nc2ccc(C(C)C)cc2)cn1
 : 12.9	i	5.6	-0.7	47.0	1.6	-1.4	-6.4	0.6	6.1
26	O=C(COC(=O)COc1ccccc1[N+](=O)[O-])Nc1ccc(S(=O)(=O)N2CCCCC2)cc1
 : -2.9	i	27.0	1.3	-9.1	1.0	-0.1	-1.4	3.9	6.9
27	O=C(O)CCn1c(C2CCCCC2)nc2ccccc21
 : -9.1	i	-9.1	0.1	5.4	-7.8	0.4	-0.1	-13.7	?
28	CCCN1CCC(NC(=S)Nc2ccc(S(N)(=O)=O)cc2)CC1
 : -0.8	i	19.4	-0.8	-16.3	-0.1	-0.2	1.7	-3.7	-4.8
29	CC1CCCCN1C(=O)CSc1nc2cc3c(cc2c(=O)n1Cc1ccc2c(c1)OCO2)OCO3 (centres undefined)
 : -1.4	i	16.2	2.7	1.9	0.8	3.3	-1.4	-1.3	0.3
30	CC(=O)Nc1cccc(NC(=O)CSc2ccc3nnc(CCNC(=O)c4ccccc4)n3n2)c1
 : 1.9	i	29.9	-1.4	16.6	0.7	0.5	.	-6.1	5.0

Later entries.
Each structure is followed by: HSF1 inhib	PolyA inhibitor	AI-2 QS modul	HSP90 refold inh	HSF1 activator	GSK3B inh	GSK3 alpha inh	DYRK1A inh	Platelet DG rel	HDAC3 inh
31	O=C(N/N=C/c1cn(CCOc2ccccc2)c2ccccc12)c1ccncc1
 : 13.5	i	22.2	-2.5	32.1	-0.2	10.9	7.2	-3.9	-8.7
32	Cc1ccc2c(c1)C(=O)CC(O)(C(F)(F)F)O2 (centres undefined)
 : 0.1	i	-19.7	3.5	9.5	-0.5	-1.7	-7.4	-28.5	-14.6
33	CCOC(=O)c1sc2nc(C)nc(NCCc3ccc(S(N)(=O)=O)cc3)c2c1C
 : 6.1	i	.	1.8	16.2	.	-0.1	-6.6	6.5	-3.1
34	O=C(NCC1CCCO1)c1cccc(-n2cnnn2)c1 (centres undefined)
 : -8.8	i	0.6	1.2	-3.0	2.2	0.5	0.1	-1.1	0.4
35	COc1ccc(C(CNC(=O)c2cccc(N(C)C)c2)N2CCCC2)cc1 (centres undefined)
 : -4.7	i	24.3	-0.9	1.9	1.2	-1.4	-0.7	4.9	-14.0
36	Cc1ccc(NC(=S)NCCc2ccc(S(N)(=O)=O)cc2)cc1C
 : 8.7	i	31.2	-6.0	12.3	3.5	0.2	0.9	-3.7	9.1
37	CCOC(=O)c1ccc(NC(=S)NC(=O)C2CCCC2)cc1
 : -74.1*	i	17.5	1.6	-80.3	1.7	-0.9	-2.2	6.1	.
38	COc1ccc(/C=N/NC2=NCCCCC2)c(OC)c1
 : 0.9	i	41.0	1.3	-5.5	-1.8	-0.6	.	15.4	-15.5
39	COCCn1c(=S)[nH]c2cc(C(=O)N3CCc4ccccc43)ccc2c1=O
 : -1.5	i	-77.6*	1.7	-0.5	2.0	-2.4	3.6	11.7	2.5
40	Cc1cccc(N(C)c2ccc3cc(S(=O)(=O)N4CCCC4)ccc3n2)c1
 : 2.3	i	1.3	4.3	8.5	2.1	0.7	5.4	-1.2	0.3

Additional records.
Each structure is followed by: HSF1 inhib	PolyA inhibitor	AI-2 QS modul	HSP90 refold inh	HSF1 activator	GSK3B inh	GSK3 alpha inh	DYRK1A inh	Platelet DG rel	HDAC3 inh
41	Cn1c(CO)cnc1SCc1ccc([N+](=O)[O-])cc1
 : 11.2	i	27.3	6.4	28.4	0.0	-0.4	0.6	0.8	-2.2
42	CCCCN1C(=O)C2(NNc3ccccc3O2)c2ccccc21 (centres undefined)
 : 1.1	i	4.7	1.4	-1.3	-1.1	-6.6	0.4	6.9	-2.3
43	CNc1nc(OC)nc(N2CCOCC2)n1
 : -5.4	i	-0.9	4.7	-5.2	0.3	-1.5	1.0	-3.6	?
44	O=C(O)C(NS(=O)(=O)c1ccccc1)C(O)c1ccccc1 (centres undefined)
 : -0.6	i	-4.9	-1.5	-7.3	-1.0	5.1	-3.8	2.5	2.8
45	O=C(Nc1ccccc1N1CCCC1)C1CCN(S(=O)(=O)c2ccccc2C(F)(F)F)CC1
 : 5.6	i	18.4	.	23.0	1.0	.	2.7	8.3	.
46	CCOc1c2ccc(C(=O)NCc3ccc(C)cc3)cc2nn1CC
 : -3.8	i	25.3	-4.0	1.3	0.1	-2.4	2.5	11.8	-32.7
47	CCOC(=O)c1c(NC(=S)Nc2ccc(C)cc2)sc2c1CCC2
 : 1.4	i	13.0	2.7	-5.9	-3.4	-1.1	2.4	1.7	-7.0
48	COc1ccc(NC(=O)CSc2nnc(C(C)C)n2N)cc1
 : 2.3	i	0.7	-2.5	14.1	1.6	0.9	0.3	5.2	5.3
49	O=C(COC(=O)c1nc(Cl)c(Cl)c(Cl)c1Cl)c1ccc[nH]1
 : 3.7	i	18.1	.	1.1	0.2	-1.0	-2.3	9.8	-1.1
50	O=C(CCl)N(c1ccccc1)c1ccccc1
 : -5.9	i	7.5	2.4	-13.7	2.4	.	.	12.4	.
51	O=C(O)CNC(=O)CCCn1nnc2ccccc2c1=O
 : 1.7	i	12.2	0.2	0.1	5.0	-1.6	-3.5	-1.8	-3.3
52	N=C(N)SCc1nc2ccccc2c(=O)n1-c1ccccc1Cl
 : -1.5	i	27.0	-3.2	-11.1	1.9	2.0	12.3	-1.7	-3.0
53	c1ccc(CNc2nnnn2-c2ccccc2)cc1
 : -6.7	i	-18.5	-0.2	-1.2	1.5	0.0	1.7	0.3	-0.5

Assay outcomes: PubChem BioAssay, several laboratories
